Screens as filed in PubChem BioAssay.
Neddyl block = inhibitors of cullin neddylation, primary screen, biochemical, TR-FRET, uHTS, NAE and Ubc12; NEDD8-conjugating enzyme Ubc12 (Homo sapiens) + NEDD8-activating enzyme E1 regulatory …; calls only at 25 µM; hit rate 0.58% among 360,000; in the data active = inhibition above about 36%
Target sequence (P61081 whole entry, looked up): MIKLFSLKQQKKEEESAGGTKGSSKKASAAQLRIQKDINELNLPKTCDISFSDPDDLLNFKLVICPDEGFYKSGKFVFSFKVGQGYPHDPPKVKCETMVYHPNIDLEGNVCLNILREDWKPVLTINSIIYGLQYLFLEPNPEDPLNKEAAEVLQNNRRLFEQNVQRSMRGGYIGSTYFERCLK
Target sequence (Q13564 whole entry, looked up): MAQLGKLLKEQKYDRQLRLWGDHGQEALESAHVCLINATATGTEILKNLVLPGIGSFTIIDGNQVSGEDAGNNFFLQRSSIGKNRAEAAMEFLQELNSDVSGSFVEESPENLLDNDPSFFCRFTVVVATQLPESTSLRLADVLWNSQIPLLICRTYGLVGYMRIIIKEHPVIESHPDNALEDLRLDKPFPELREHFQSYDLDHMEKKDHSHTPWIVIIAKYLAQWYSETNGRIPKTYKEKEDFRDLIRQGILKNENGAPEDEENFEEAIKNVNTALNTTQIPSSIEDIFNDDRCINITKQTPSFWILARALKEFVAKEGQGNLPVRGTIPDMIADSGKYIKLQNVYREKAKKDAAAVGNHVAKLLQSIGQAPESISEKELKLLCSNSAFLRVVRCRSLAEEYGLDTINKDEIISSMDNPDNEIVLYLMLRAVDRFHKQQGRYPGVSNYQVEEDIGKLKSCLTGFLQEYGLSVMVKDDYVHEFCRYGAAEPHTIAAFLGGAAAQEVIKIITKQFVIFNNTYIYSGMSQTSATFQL
SKN-1 inh = suppressors of acrylamide-induced Pgst-4::GFP reporter in worms, primary screen, SKN-1 inhibitor project, whole organism, uHTS, GFP/RFP fluorescence ratio, strain VP596; C. elegans VP596 Pgst-4::GFP/RFP ratio, 24 h; inhibition, % at 21.8 µM; hit rate 0.49% among 360,000;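 active = interference check ratio from 0.5 to 1.5 plus GFP to RFP signal ratio inhibition reaching or exceeding a fixed threshold, cut at about 30% in these data, passing the limit was not always enough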; also: some compounds called inactive have numbers as strong as hits
DNMT1 inh = human DNMT1 methyltransferase inhibitors, primary screen, biochemical, molecular beacon, fluorescence, HinP1I cleavage, uHTS. DNA (cytosine-5)-methyltransferase 1 (Homo sapiens), P26358. inhibition (reported as % activation of signal), % at 10 µM. hit rate 0.83% among 360,000; in the data active = inhibition above about 50%
LMPTP block = LMPTP phosphatase inhibitors, primary screen, biochemical, fluorescence intensity, uHTS; Low molecular weight phosphotyrosine protein phosphatase (Homo sapiens), P24666; recombinant LMPTP-A, OMFP fluorogenic substrate; inhibition, % at 20 µM; hit rate 0.22% among 360,000; AID 651560, 2012;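 active = compounds that cut the enzyme signal by at least half of the control window in the single-dose screen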;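 also: plate controls were DMSO wells with enzyme plus substrate for no effect and substrate without enzyme for full effect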
Target sequence (P24666 whole entry, looked up): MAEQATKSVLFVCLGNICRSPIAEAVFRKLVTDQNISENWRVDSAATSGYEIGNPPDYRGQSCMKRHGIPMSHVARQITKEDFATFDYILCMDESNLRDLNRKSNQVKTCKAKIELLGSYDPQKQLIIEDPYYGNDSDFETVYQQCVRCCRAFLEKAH
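Test system: LMPTP-A phosphatase enzyme; input: 0.625 nM LMPTP-A final; reagent: OMFP substrate, 400 µM final; compound dosing: 20 µM single dose, 3% DMSO; incubation: 50 min dark incubation at room temperature; measured by: endpoint fluorescence intensity from OMFP dephosphorylation; measure: % inhibition relative to no-enzyme and uninhibited control wells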
STEP inh = STEP phosphatase inhibitors, primary screen, biochemical, fluorescence intensity, uHTS | AID 588621, 2011 | recombinant STEP, OMFP fluorogenic substrate | inhibition, % at 20 µM | hit rate 0.25% among 360,000 | Tyrosine-protein phosphatase non-receptor type 5 (Homo sapiens), P54829;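 active = inhibition at 20 µM, scaled per plate between control wells, above about 37%, limit read from the data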;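 also: 0% = DMSO with enzyme and substrate and 100% = substrate only without enzyme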
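medium = Bis-Tris buffer pH 6.0, 2.5 mM DTT, 0.005% Tween 20 | test system = STEP (striatal-enriched tyrosine phosphatase) enzyme, cell-free | measure = normalized % inhibition | compound dosing = 20 µM, 1% DMSO | also added = 25 µM OMFP | schedule = reaction 20 min, ambient temperature | measured by = fluorescence read at 480 nm ex / 540 nm em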
CendR NRP1 mod = modulators of CendR peptide binding to NRP-1, primary screen, biochemical, fluorescence polarization, uHTS. Neuropilin-1 (Homo sapiens), O14786. FAM-RPARPAR peptide binding to NRP-1. inhibition, % at 25 µM. hit rate 0.85% among 360,000;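 active = inhibition or corrected inhibition above about 18%, plus a signal ratio from 0.5 to 1.5, limit read from the data, passing the limit was not always enough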; also: strong numbers were not always called active
Scp-1 inhibitor = Scp-1 phosphatase inhibitors, primary screen, biochemical, colorimetric, uHTS; Carboxy-terminal domain RNA polymerase II polypeptide A small phosphatase 1 (Homo …; Recombinant Scp1, phosphopeptide, malachite green phosphate absorbance; inhibition, % at 20 µM; hit rate 0.88% among 340,000;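 active = inhibition above about 50% at 20 µM, limit read from the data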;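 also: plate controls were DMSO wells with enzyme for no effect and wells lacking enzyme for full effect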
Target sequence (Q9GZU7 76-261 limits assumed): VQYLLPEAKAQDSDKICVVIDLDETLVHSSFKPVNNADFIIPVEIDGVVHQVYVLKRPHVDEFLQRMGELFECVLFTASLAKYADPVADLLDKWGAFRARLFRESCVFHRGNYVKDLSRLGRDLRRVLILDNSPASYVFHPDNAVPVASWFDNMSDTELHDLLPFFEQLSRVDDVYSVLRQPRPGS
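Test system: SCP-1 catalytic domain; Buffer or medium: Acidic Tris acetate buffer with magnesium and detergent; Also added: Phosphorylated 17-residue peptide substrate; Compound: single 20 µM dose, 1% DMSO; Schedule: enzyme reaction 45 min at room temperature, colour 5 min, stabilisation 30 min; Signal: Phosphate-binding colour reagent, absorbance read at 630 nm.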
SUMO1 PPI mod = modulators of SUMO1 protein-protein interactions, primary screen, biochemical, uHTS | Small ubiquitin-related modifier 1 (Homo sapiens), P63165 | SUMO1 binding to a labelled peptide, TR-FRET, 1 h | inhibition, % at 20 µM | hit rate 0.33% among 360,000 | AID 602429, 2012; in the data active = inhibition above about 37%
Tb MetRS inh = T. brucei MetRS inhibitors, primary screen, biochemical, luminescence; methionyl-tRNA synthetase (Trypanosoma brucei brucei); purified T. brucei MetRS, ATP depletion, Kinase-Glo luminescence; inhibition, % at 11.9 µM; hit rate 0.4% among 360,000;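 active = inhibition above a per-plate cutoff of the control wells' mean inhibition plus 3 SD, cut at about 5.5% in these data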;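 also: 0% = DMSO wells median and 100% = median of wells with control inhibitor compound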
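Measured by: Kinase-Glo luciferase luminescence reporting remaining unconsumed ATP. Material: purified T. brucei MetRS enzyme. Doses: 11.9 µM compound single dose, 0.9% DMSO. Medium: HEPES buffer containing pyrophosphatase, BSA, spermine, DTT. Times: 15 min preincubation, 2 h reaction, all 25 °C. Reagent: methionine, ATP and bulk E. coli tRNA.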
NadD block = inhibitors of S. aureus NadD, primary screen, biochemical, colorimetric, uHTS; Nicotinate-nucleotide adenylyltransferase NadD (Staphylococcus aureus N315); purified NadD enzyme, colorimetric absorbance read-out; inhibition, % at 20 µM; hit rate 0.78% among 360,000; AID 602399, 2012; in the data active = inhibition above about 26%; also: some compounds past the cut are filed as inactive
Active calls of the source: *; i = inactive; · = no result given.

SMILES	Neddyl block	SKN-1 inh	DNMT1 inh	LMPTP block	STEP inh	CendR NRP1 mod	Scp-1 inhibitor	SUMO1 PPI mod	Tb MetRS inh	NadD block
CC(=O)Nc1ccc(NC(=O)COC(=O)Cn2cnc3ccccc32)cc1	i	18	2	-1.1	0	14	2	-1	-0.3	4
COc1ccc(-c2noc(COC(=O)c3ccco3)n2)cc1OC	i	15	0	1.0	-2	-4	-10	-5	-0.1	-4
COc1ccc(C(=O)N2CCN(C(=O)Cc3ccccc3)CC2)cc1OC	i	9	2	-0.9	-3	-3	-4	2	-0.5	7
[O-][n+]1cccc2ncc3cscc3c21	i	2	-1	-1.0	-2	-1	-2	-17	-0.2	-5
O=C(Nc1ccccc1)C1=C[C@H](c2ccccc2)C[C@H](OCCCCO)O1	i	10	-5	1.7	-1	2	5	-5	-0.3	0
COC(=O)C1=C(O)/C(=C\c2cc(C)n(-c3ccccc3C)c2C)N=C1C	i	17	-24	0.9	-2	-92	-9	-7	-0.5	11
CCCCOc1ccc(C(=O)Nc2ccc(S(=O)(=O)Nc3cc(C)on3)cc2)cc1OC	i	-8	1	0.0	-3	12	-7	-1	-1.4	-3
CC(OC(=O)/C=C/c1cccs1)C(=O)NC1CCCCC1C (stereo not drawn)	i	4	0	-1.5	1	13	-7	-12	-0.5	-6
O=C(CCS(=O)(=O)c1ccc(Br)cc1)NCc1ccc(F)cc1	i	-3	51*	2.0	40*	-4	81*	33	-0.2	-10
COCC(=O)Nc1nc2ccc(C)cc2s1	i	3	-1	-1.3	0	4	-5	1	-0.4	-4
O=C(N/N=C/C=C\c1ccccc1[N+](=O)[O-])c1cc(-c2ccccc2)nc2ccccc12	i	-4	1	-0.4	0	17	3	0	-1.4	14
CCOC(=O)N1CCN(C(=O)c2ccccc2Oc2ccccc2)CC1	i	14	2	-0.9	4	-4	-12	-1	-1.2	-8
Nc1cc(Cl)c(N)cc1Cl	i	-9	-8	1.4	-4	-12	0	-6	-1.7	0
O=C(Cn1cnc2c(nnn2Cc2ccc(F)cc2)c1=O)NCC1CCCO1 (stereo not drawn)	i	4	0	-1.1	0	2	1	6	-1.7	-1
CN(C)N=Nc1ccc(S(=O)(=O)/N=C(\O)c2ccccc2)cc1	i	-2	3	-1.5	0	3	-2	2	0.0	-2
CCC(=O)Nc1cc(Cl)ccc1N1CCN(C(=O)CC)CC1	i	6	-1	-1.6	3	7	0	1	-0.2	-2
O=C(CN(C(=O)c1csnn1)c1ccc(Br)cc1)NC1CCCC1	i	17	0	-1.0	1	3	-7	7	-0.4	1
CCOc1ccccc1NC(=O)N1CCCC1C(=O)NCc1cccs1 (stereo not drawn)	i	3	-1	1.1	3	12	-8	4	0.0	-5
CC1=C([N+](=O)[O-])C(c2ccc(Cl)cc2)NC(=O)N1C (stereo not drawn)	i	0	0	-0.8	-1	10	-2	2	-0.3	-9
CC1Cn2c(nnc2-c2cccs2)S1 (stereo not drawn)	i	14	1	-1.1	-3	18	-5	1	-0.5	2

Limited to CendR NRP1 mod, for some of the entries so far:
SMILES | CendR NRP1 mod
O=C(N/N=C/C=C\c1ccccc1[N+](=O)[O-])c1cc(-c2ccccc2)nc2ccccc12 | 17
CCOC(=O)N1CCN(C(=O)c2ccccc2Oc2ccccc2)CC1 | -4

Further compounds
SMILES	Neddyl block	SKN-1 inh	DNMT1 inh	LMPTP block	STEP inh	CendR NRP1 mod	Scp-1 inhibitor	SUMO1 PPI mod	Tb MetRS inh	NadD block
O=C(COC(=O)/C=C/c1ccccc1[N+](=O)[O-])Nc1ccc2[nH]c(=O)[nH]c2c1	i	4	-1	0.5	0	20	10	-1	0.4	1
CCCCNC(=O)Nc1nnc(SCC(=O)OCC)s1	i	5	-4	-0.4	-2	-8	-4	-1	0.4	-2
COC(=O)/C=C1\SC(=Nc2ccc(Cl)c(Cl)c2)NC1=O	i	0	5	2.1	1	9	-7	1	0.0	0
NC(=O)C1CCN(C(=O)COc2ccc(S(=O)(=O)NC3CCCC3)cc2)CC1	i	-4	1	-0.2	0	5	-3	12	-0.2	-5
COc1cc(N)ccc1NC(=O)c1cccs1	i	2	-11	0.9	4	6	-7	4	-0.4	11
COc1ccc(C(C)=O)cc1CSc1nnc(C)n1-c1ccccc1	i	-3	-6	-0.2	-1	-5	1	-4	-0.2	-1
COc1cc(SC)ccc1C(=O)Nc1ccc(Br)cn1	i	23	1	0.6	5	22	-8	-2	-0.4	-2
Cc1ccc2c(c1)N(CCCC(=O)NCc1ccc3c(c1)OCO3)C(=O)CO2	i	10	0	0.8	1	3	-13	9	-0.2	-5
CCCCN(C(=O)CNC(=O)c1cccs1)C(C(=O)NC1CCCC1)c1ccncc1 (stereo not drawn)	i	5	1	1.2	0	10	-6	4	-0.2	-3
COc1ccc(C)cc1NC(=O)Cn1c(=O)oc2ccccc21	i	-6	0	-2.4	-2	5	-7	4	-0.8	-7

Look-ups from the entries so far.
For DNMT1 inh, `O=C(CN(C(=O)c1csnn1)c1ccc(Br)cc1)NC1CCCC1` has the entry 0
For SKN-1 inh, `COCC(=O)Nc1nc2ccc(C)cc2s1` has the entry 3

Next compounds
SMILES	Neddyl block	SKN-1 inh	DNMT1 inh	LMPTP block	STEP inh	CendR NRP1 mod	Scp-1 inhibitor	SUMO1 PPI mod	Tb MetRS inh	NadD block
Cc1cc(C)n(S(=O)(=O)c2ccccc2[N+](=O)[O-])n1	i	-3	0	0.3	-2	-4	-5	-16	-0.7	-7
C=CCOc1cccc(C2C(C(=O)c3ccco3)=C(O)C(=O)N2Cc2ccco2)c1 (stereo not drawn)	i	14	8	6.7	6	-12	11	-4	-0.1	11
CNC(=O)C(C#N)(Cc1cc(C(C)=O)ccc1OC)Cc1cc(C(C)=O)ccc1OC	i	-2	-4	0.0	-1	-4	-1	1	-0.2	-1
CC(=O)N=c1sccn1CC(O)c1ccc(Br)cc1 (stereo not drawn)	i	11	-1	0.4	-1	4	-5	2	-0.8	-8
Cc1ccc(S(=O)(=O)N(CC(=O)Nc2cccc(C(F)(F)F)c2)C(=O)N2CCN(C)CC2)cc1	i	-3	5	-1.8	0	13	-3	-2	-0.1	4
O=C(c1ccccc1)C(C(=O)N1CCc2ccccc2C1)n1ccccc1=O (stereo not drawn)	i	-9	-3	-2.4	-2	-7	-3	1	-0.7	-2
O=C(NCCCCc1ccccc1)c1cccc([N+](=O)[O-])c1	i	1	3	0.2	0	-15	-5	-9	-0.9	-13
COCCNc1nc2cc(-c3ccc(C)cc3)sc2c(=O)n1C	i	-3	-2	0.8	-1	17	·	-32	-0.3	6
Cc1ccnc(N2C(=O)c3ccccc3C2Nc2ccccc2Cl)c1 (stereo not drawn)	i	0	-3	0.4	2	-7	-8	5	-0.4	2
O=C(O)C(c1ccccc1)N1C(=O)/C(=C\c2ccc(-c3ccccc3Cl)o2)SC1=S (stereo not drawn)	i	31	98*	77*	45*	-159	35	92*	-1.7	22
O=C(Nc1ncn[nH]1)C(F)(F)C(F)F	i	-6	1	-0.6	-3	-5	8	-2	-0.8	-6
Cc1ccc(OCC(=O)Nc2cc(S(=O)(=O)N3CCCCC3)ccc2N2CCN(C)CC2)c(C)c1	i	9	-4	1.4	1	5	-2	-1	0.0	-1
COc1ccc(-n2cnnc2SCC(=O)Nc2cccc([N+](=O)[O-])c2)cc1	i	3	-4	1.1	-2	-8	-11	-2	-0.8	-6
CCCC(O)(CCC)C(=O)NN(C(=O)CCl)c1cccc(C)c1	i	1	16	-1.0	-4	0	-7	0	-0.2	0
CC1(C(=O)NS(=O)(=O)c2ccc(F)cc2F)CCN1C(=O)c1cccc(F)c1 (stereo not drawn)	i	10	-2	-0.7	0	0	·	-1	-0.2	-2
C=CCc1ccccc1OCC(=O)N/N=C/c1ccccc1OCC	i	-17	-2	3.4	-3	1	-6	1	-0.1	2
CCOc1ccc(-c2nc(C#N)c(NCC(C)C)o2)cc1	·	-22	3	1.6	1	-15	-11	2	-1.1	5
COc1c(Cl)cc(Cl)cc1C(=O)Nc1ccc(C(=O)O)cc1	i	9	-1	-1.5	-2	-18	-5	0	0.6	-1
Cc1nc(-c2nnc(SCC(=O)Nc3ccc(C(F)(F)F)cc3)n2C)cs1	i	7	2	0.9	1	-9	-9	2	-0.2	4
CC(C)c1ccc(/C=N/NC(=O)c2cccc(Cl)c2)cc1	i	10	10	0.8	0	3	-1	0	-0.4	2
Cc1ccccc1N(C(=O)CNC(=O)c1ccco1)C(C(=O)NC1CCCC1)c1ccncc1 (stereo not drawn)	i	-7	1	-0.8	0	11	-4	0	-0.8	-2
Cc1ccccc1N1C(=O)c2ccccc2N2C(=O)c3ccccc3C12 (stereo not drawn)	i	14	2	0.7	-2	12	-9	-2	-1.0	-6
COc1ccccc1/C=C1\SC(=O)N(CC(=O)N(C)C2CCS(=O)(=O)C2)C1=O (stereo not drawn)	i	-3	2	-0.8	4	2	-3	-36	-0.7	1
O=C(/C=C/c1cccc2ccccc12)NCCC1=CCCCC1	i	5	0	-1.2	-7	1	-4	0	0.1	1
CC(CC(=O)Nc1cccnc1)c1ccccc1 (stereo not drawn)	i	-9	6	-0.7	-1	6	-2	-3	-0.5	-3
CN(C)c1ccc(CNC(=O)C2(C)Cc3c(-c4cccc(C(F)(F)F)c4)ccnc3O2)cc1 (stereo not drawn)	i	20	-9	2.2	1	-4	·	3	-0.6	3
Cc1cccc(N2CCN(C(=O)CCC(=O)N3Cc4ccccc4Oc4ncccc43)CC2)c1C	i	-7	-4	2.9	13	-6	-9	-3	0.0	-6
CCc1nnc(NC(=O)c2ccc(-c3cc(C(F)(F)F)ccc3Cl)o2)s1	i	11	1	-1.1	8	0	-8	0	-0.5	0
Cc1cccc(Nc2nnc(SCC(=O)NC(=O)CN3CCCC3=O)s2)c1	i	-3	3	0.0	0	2	-2	3	-0.1	5
